SIRT5 block – inhibitors of human sirtuin-5 desuccinylase. Q9NXA8. Purified SirT5, succinyl-peptide AMC, trypsin-coupled fluorescence. inhibition, % at 15 µM. 1.1% of 330,000 active. AID 652115; in the data active = inhibition above about 15%
Target sequence (Q9NXA8 whole entry, looked up): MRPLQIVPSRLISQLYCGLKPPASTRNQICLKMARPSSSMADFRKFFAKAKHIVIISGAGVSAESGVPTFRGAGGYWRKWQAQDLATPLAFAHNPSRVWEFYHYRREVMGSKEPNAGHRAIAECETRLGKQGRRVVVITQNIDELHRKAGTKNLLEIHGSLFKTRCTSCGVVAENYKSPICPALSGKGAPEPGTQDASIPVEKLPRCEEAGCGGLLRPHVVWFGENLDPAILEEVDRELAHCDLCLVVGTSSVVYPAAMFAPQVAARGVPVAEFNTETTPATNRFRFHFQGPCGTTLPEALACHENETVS
S100A4 MyoIIA – S100A4-myosin IIA interaction inhibition; inhibition, % at 10.7 µM; S100A4/TAMRA-MyoIIA peptide fluorescence polarization; 0.14% of 360,000 active; AID 652163;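 active = mean inhibition of at least 70% across replicates, with every replicate also reaching that level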
Target sequence (P26447 whole entry, looked up): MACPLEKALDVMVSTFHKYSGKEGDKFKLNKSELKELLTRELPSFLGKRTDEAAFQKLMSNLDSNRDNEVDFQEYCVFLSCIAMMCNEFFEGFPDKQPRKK
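Material: human S100A4 monomer with TAMRA-labelled myosin IIA peptide; buffer or medium: HEPES pH 7.2 with CaCl2, KCl, NaCl, DTT, Triton; compound dosing: one concentration per compound; schedule: 5 min incubation before reading; benchmarks: neutral control DMSO, positive control TFP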
FN deposition inh – fibronectin deposition inhibition. AH1F fibroblasts, Alexa488-fibronectin deposition fluorescence, overnight. inhibition, % at 12.6 µM. 0.086% of 350,000 active. AID 743247;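 active = mean inhibition across replicates of 30% or more, regardless of how many single replicates reach that level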;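 also: positive control wells lacked labelled fibronectin entirely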
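Material: AH1F fibroblasts assembling fluorescent fibronectin matrix; amount: 10000 AH1F cells/well; medium: DMEM, 2% serum; reagent: Alexa488-fibronectin, 24 nM final in well; dosing: single compound dose, delivered by pin transfer; incubation: 1 h adhesion, overnight exposure; detection: fluorescence after three HBSS washes, excitation 485 nm, emission 525 nm; measure: fibronectin deposition inhibition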
Statin myotox sup – suppression of simvastatin myotoxicity; 0.78% of 330,000 active; rescue of ATP level, % at 7.49 µM; C2C12 myotubes + simvastatin, ATP luminescence, 48 h; scaled: DMSO 0, geranylgeraniol control 100;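 active = mean ATP rescue above about 67%, or every replicate alone reaching that limit, limit read from the data, passing the limit was not always enough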;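 also: myotubes were challenged with 10 µM simvastatin during compound exposure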
LGR2 antag – blocks bursicon-induced cAMP signaling via Drosophila LGR2 | 0.35% of 380,000 active | HEK293 LGR2, CRE-luciferase, bursicon-stimulated, 4 h | inhibition, % at 9.99 µM;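 active = drop in luminescence signal, shown as inhibition above about 50% in the replicate tests, limit read from the data, passing the limit was not always enough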;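 also: agonist challenge used bursicon conditioned medium at about half maximal strength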
esBAF inh – inhibitors of esBAF chromatin remodeling in mouse ES cells; Bmi1-luciferase knock-in reporter, 24 h; 100% = twice the neutral-well signal; reporter increase, % at 12.5 µM; 2% of 350,000 active; AID 602393; in the data active = activation above about 40%;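 also: 0% = median of the plate's neutral control wells and 100% = double that signal; a rise in the Bmi1 reporter signal indicates esBAF inhibition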
Casp6 inh – caspase-6 (human) enzyme inhibition | P55212 | purified caspase-6, Z-VEID-R110 cleavage fluorescence | inhibition, % at 12.5 µM | 0.53% of 350,000 active;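 active = mean inhibition across replicates at least about 35%, with every replicate also reaching that limit, limit read from the data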;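 also: 0% = median of neutral control wells and 100% = no fluorescence left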
Target sequence (P55212 24-179 limits assumed): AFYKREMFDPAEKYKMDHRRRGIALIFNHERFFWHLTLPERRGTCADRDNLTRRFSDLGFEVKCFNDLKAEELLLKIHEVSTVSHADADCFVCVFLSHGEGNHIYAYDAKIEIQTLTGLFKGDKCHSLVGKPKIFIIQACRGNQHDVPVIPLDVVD
Target sequence (P55212 194-293 limits assumed): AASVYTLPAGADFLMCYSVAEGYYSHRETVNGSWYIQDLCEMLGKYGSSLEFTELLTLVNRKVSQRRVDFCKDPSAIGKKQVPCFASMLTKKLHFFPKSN
An asterisk follows results filed as active; x = no result given; & = joins results of further samples.

no.	Molecule	S100A4 MyoIIA	Statin myotox sup	LGR2 antag	FN deposition inh	Casp6 inh	SIRT5 block	esBAF inh
1	CC(C)NC(=O)N(C)C[C@H]1Oc2ccc(NC(=O)Cc3cn(C)c4ccccc34)cc2C(=O)N([C@H](C)CO)C[C@H]1C	-7.6	8.2	17.7	x	3.4	-0.7	2.2
2	C[C@@H]1CCCCO[C@@H](CN(C)CC2CCCCC2)[C@H](C)CN([C@@H](C)CO)C(=O)c2cc(NS(=O)(=O)c3ccc(F)cc3)ccc2O1	23.2	-69.8	12.4	x	2.2	8.8	1.9
3	C[C@H](CO)N1C[C@H](C)[C@@H](CN(C)S(=O)(=O)c2ccc(Cl)cc2)Oc2ccc(NC(=O)CCN3CCOCC3)cc2C1=O	1.6	-1.9	7.6	x	-1.0	-2.2	-5.8
4	COc1ccc(CN(C)C[C@@H]2Oc3c(NS(=O)(=O)c4ccccc4)cccc3C(=O)N([C@@H](C)CO)C[C@@H]2C)cc1	-6.1	-2.2	10.2	x	x	-2.5	-6.6
5	COCCCN=Cc1c(-c2ccccc2)[nH]n(-c2nc3ccccc3s2)c1=O	6.4	x	-13.5	4.8	3.5	-0.1	x
6	C[C@@H]1CN([C@H](C)CO)C(=O)c2cc(NC(=O)c3ccncc3)ccc2O[C@@H]1CN(C)C(=O)Nc1ccc(F)cc1	-13.2	12.9	-5.8	-5.3	0.2	-1.5	2.3
7	O=C(NC1CCCC1)C1CCN(C(=O)c2ccccc2Cl)CC1	-5.6	-1.8	0.5	-5.8	0.5	0.5	-0.8
8	CCC(=O)N1[C@@H](CO)[C@@H]2c3ccccc3N(C(=O)c3ccc4c(c3)OCO4)C[C@@H]21	-0.5	-3.9	7.9	x	-0.8	0.6	-3.3
9	CC(C)C(C(=O)Nc1ccccc1F)N1C(=O)c2ccccc2C1=O (stereo not given)	-2.6	-4.7	1.4	-4.4	-0.3	-0.1	-8.6
10	CCCc1ccc(OCc2ccc(C(=O)N/N=C/c3cccnc3)o2)cc1	-14.7	-0.1	-162.2	1.5	2.8	0.4	38.7

(cont.)
no.	Molecule	S100A4 MyoIIA	Statin myotox sup	LGR2 antag	FN deposition inh	Casp6 inh	SIRT5 block	esBAF inh
11	C[C@H](CO)N1C[C@H](C)[C@H](CN(C)CC2CC2)Oc2ccc(NC(=O)CCCCCC(=O)Nc3ccccc3N)cc2CC1=O	5.0	12.0	-9.5	x	x	0.0	-17.5
12	C[C@@H]1CN([C@H](C)CO)C(=O)c2cc(-c3cccnc3)cnc2O[C@H]1CN(C)S(C)(=O)=O	5.2	x	6.7	1.1	4.0	0.8	-4.9
13	C[C@@H]1CN([C@@H](C)CO)C(=O)c2cccc(NC(=O)Nc3ccc(C(F)(F)F)cc3)c2O[C@H]1CN(C)S(=O)(=O)c1cccs1	3.8	6.9	19.5	x	26.3	5.6	3.8
14	C[C@H](CO)N1C[C@H](C)[C@H](CN(C)CC2CCCCC2)Oc2ccc(NC(=O)Nc3ccccc3)cc2CC1=O	11.4	-10.9	11.5	9.6	-0.8	2.2	-10.1
15	COc1ccc(CN(C)C(=O)c2ccc(NC(=O)CC3SC(N4CCCCC4)=NC3=O)cc2)c(OC)c1 (stereo not given)	-7.6	11.3	-12.5	4.5	1.6	-4.5	6.7
16	CN(C)C(CNS(=O)(=O)c1ccc(Cl)cc1F)c1ccco1 (stereo not given)	-7.9	-12.6	-1.5	-8.6	1.8	-3.9	-0.6
17	C[C@H](CO)N1C[C@H](C)[C@@H](CN(C)C(=O)C2CCCCC2)Oc2cc(-c3ccc(C(=O)N(C)C)cc3)ccc2S1(=O)=O	-1.4	-15.1	10.8	x	2.7	1.4	1.3
18	N#CC1(NC(=O)COC(=O)/C=C/c2ccc3ccccc3n2)CCCCC1	-3.0	2.3	5.3	x	0.0	-3.0	-4.3
19	COc1ccc(CC(C)CC(=O)Nc2ccc(OC)cc2)cc1 (stereo not given)	3.6	-5.3	4.0	-4.7	5.2	-3.5	-7.8
20	CO[C@@H]1CN(C)C(=O)c2cc(NC(=O)Nc3ccccc3)ccc2OC[C@@H](C)N(CC2CC2)C[C@H]1C	-14.1	-13.0	2.6	7.7	x	-2.6	-0.8

Some entries already given with just Statin myotox sup.
| nr | compound | Statin myotox sup |
| --- | --- | --- |
| 14 | C[C@H](CO)N1C[C@H](C)[C@H](CN(C)CC2CCCCC2)Oc2ccc(NC(=O)Nc3ccccc3)cc2CC1=O | -10.9 |
| 11 | C[C@H](CO)N1C[C@H](C)[C@H](CN(C)CC2CC2)Oc2ccc(NC(=O)CCCCCC(=O)Nc3ccccc3N)cc2CC1=O | 12.0 |

Next part:
no.	Molecule	S100A4 MyoIIA	Statin myotox sup	LGR2 antag	FN deposition inh	Casp6 inh	SIRT5 block	esBAF inh
21	CCc1nnc(NS(=O)(=O)c2ccc(NC(=S)NC(=O)c3cccnc3)cc2)s1	-4.8	x	-10.7	-1.0	3.7	-2.6	x
22	O=c1c2c(-c3ccccc3)csc2nc2c3ccccc3c(NCCN3CCOCC3)nn12	-3.3	x	63.7*	-0.8	-26.9	-6.8	x
23	Cn1cc(CC(=O)NCc2ccc(F)cc2)c2ccccc21	-3.5	5.3	1.4	0.8	-1.6	2.0	-1.1
24	COc1ccc(S(=O)(=O)N[C@H]2C=C[C@H](CC(=O)N3CCC(Cc4ccccc4)CC3)O[C@@H]2CO)cc1	-4.5	14.8	12.5	1.2	-2.1	6.7	-5.9
25	Cc1ccccc1N=C(N)Nc1ccccc1C	28.5	-17.8	4.5	8.6	-2.2	-1.3	-1.1
26	CC1Cc2cc(/C(O)=C3/C(=O)C(=O)N(CCCN(C)C)C3c3ccncc3)ccc2O1 (stereo not given)	x	9.3	2.5	x	x	x	-1.9
27	CCOC(=O)N1CCC(NC(=O)CCC(=O)N2CCOc3ccc(Cl)cc32)CC1	5.0	x	8.7	-10.1	-0.4	-0.3	x
28	C[C@H](CO)N1C[C@H](C)[C@@H](CN(C)C(=O)c2cccnc2)Oc2ncc(-c3ccccc3)cc2C1=O	5.7	2.6	-2.9	-8.3	-1.6	-1.7	-1.5
29	Cc1nc2cc(OCc3cc(C(=O)NC(C)c4cnn(C)c4)no3)ccc2s1 (stereo not given)	-1.8	x	6.2	2.6	2.3	-1.3	x
30	Cc1nc2c(-c3ccccc3)c(C)nn2c(C)c1CCC(=O)NC(C)CCc1ccco1 (stereo not given)	-1.8	27.3	x	-5.7	2.9	1.0	8.3

(listing goes on)
no.	Molecule	S100A4 MyoIIA	Statin myotox sup	LGR2 antag	FN deposition inh	Casp6 inh	SIRT5 block	esBAF inh
31	CCc1ccc(-n2c(=S)sc3c(=O)n(-c4ccccc4C)c(SCC(=O)O)nc32)cc1	-3.8	2.6	-4.9	-0.9	1.4	0.7	-3.8
32	Cc1ccc(-c2ccc([C@H]3[C@@H](CO)N4CCCCN(C)C[C@H]34)cc2)cc1	-5.4	x	-12.2	x	-0.3	-0.6	x
33	Cc1ccc(Cn2c(CN3CC(C)OC(C)C3)nc3c2c(=O)[nH]c(=O)n3C)cc1 (stereo not given)	x	-7.4	-6.5	-3.0	x	x	2.6
34	COC(=O)C1=C(C)N(Cc2ccccc2)C(=S)N[C@H]1c1ccccc1	1.7	-22.5	7.6	-1.5	x	x	-8.8
35	CCCC(=O)N1CCC1(C)C(=O)NS(=O)(=O)c1cc2c(cc1C)CCCS2(=O)=O (stereo not given)	1.1	5.2	1.8	-6.5	-0.7	1.0	-2.3
36	COc1ccc(C(=O)COC(=O)c2ccc(N(C)C)cc2)cc1	-12.6	x	-9.8	x	1.9	-0.6	x
37	O=C(/C=C/c1ccccc1Cl)NCc1ccccc1	x	144.8*	-28.1	0.7	x	x	52.8*
38	CCCC(C(=O)NC1CCCC1)N(CC1CCCO1)C(=O)CNS(=O)(=O)c1ccc(F)cc1 (stereo not given)	1.6	13.1	10.9	-7.5	1.6	-3.3	1.9
39	O=C(COC(=O)c1ccc(F)cc1)NCc1ccc(F)cc1	0.5	3.9	-22.0	-2.0	6.4	-1.1	-0.8
40	C[C@@H]1CN([C@@H](C)CO)C(=O)c2cc(-c3ccccc3F)cnc2O[C@H]1CN(C)C(=O)NC1CCCCC1	3.5	x	0.2	-4.3	0.7	-12.8	4.4

Next records.
no.	Molecule	S100A4 MyoIIA	Statin myotox sup	LGR2 antag	FN deposition inh	Casp6 inh	SIRT5 block	esBAF inh
41	O=C(COc1ccc(Cl)cc1Cl)N/N=C/c1ccc(OC2OC(CO)C(O)C(O)C2O)cc1 (stereo not given)	-1.8	5.1	-1.2	-52.6	1.7	-4.4	11.0
42	O=C(CN1C(=O)C2CC=CCC2C1=O)Nc1cc(C(F)(F)F)ccc1N1CCCC1 (stereo not given)	-5.1	x	-4.3	-2.9	-2.8	-2.4	x
43	Cc1cc(N)nc(=O)n1C1CC(O)C(CO)O1 (stereo not given)	-2.4	x	-8.2	10.3	-2.3	-9.0	x
44	COc1cc(N/C(N)=N/c2nc(C)cc(C)n2)cc(OC)c1	1.0	-8.4	0.2	-3.1	-2.1	-8.1	-4.1
45	CCC(=O)N/N=C/c1ccc(-c2ccc(Cl)cc2)o1	5.9	x	-47.6	-6.1	1.3	10.1	x
46	COC(=O)c1sc2nc(CN3CCOCC3)nc(N3CCOCC3)c2c1C	3.6	-9.9	-1.9	x	2.6	2.8	0.8
47	O=C(NCCc1ccc(Cl)cc1)C1CCN(C(=O)c2ccc(F)cc2)CC1	2.2	-10.6	10.1	9.4	x	1.7	-1.3
48	CCN(c1ccccc1)S(=O)(=O)c1ccc(C(=O)Nc2ccccc2OC)cc1	5.6	-4.0	9.4	-4.0	3.7	9.1	-2.7
49	CCCC#Cc1cnc2c(c1)C(=O)N([C@H](C)CO)C[C@H](C)[C@H](CN(C)C(=O)Nc1cc(F)ccc1F)O2	-7.6	7.6	2.0	-3.0	0.6	-0.4	-0.5
50	C[C@H]1CN([C@@H](C)CO)C(=O)c2cc(NC(=O)Nc3ccc(F)cc3)ccc2O[C@H]1CN(C)C(=O)Nc1ccc(F)cc1	8.1	3.3	9.5	x	x	0.0	5.9

Of the compounds above, two contain an NH in an aromatic ring:
no.	Molecule	S100A4 MyoIIA	Statin myotox sup	LGR2 antag	FN deposition inh	Casp6 inh	SIRT5 block	esBAF inh
5	COCCCN=Cc1c(-c2ccccc2)[nH]n(-c2nc3ccccc3s2)c1=O	6.4	x	-13.5	4.8	3.5	-0.1	x
33	Cc1ccc(Cn2c(CN3CC(C)OC(C)C3)nc3c2c(=O)[nH]c(=O)n3C)cc1 (stereo not given)	x	-7.4	-6.5	-3.0	x	x	2.6

Further structures
no.	Molecule	S100A4 MyoIIA	Statin myotox sup	LGR2 antag	FN deposition inh	Casp6 inh	SIRT5 block	esBAF inh
51	COC(=O)C[C@H]1C[C@H]2c3cc(NC(=O)Nc4ccc(C(F)(F)F)cc4)ccc3O[C@H]2[C@@H](CO)O1	22.6&-2.5	-12.2	1.7	9.9&-12.0	-1.3&-3.7	-0.1&-1.4	-14.4
52	C/C=C/c1ccc(C2[C@H]3CNC[C@@H]2N3S(C)(=O)=O)cc1 (stereo not given in full)	-7.9	x	17.7	-3.9&-5.4	2.3	-1.8	x
53	CC1=C(C(=O)N2CCCC(N3CCN(c4ccccc4C)CC3)C2)OCCO1 (stereo not given)	1.4	-5.4	-11.1	9.0	-2.0	0.3	-3.9
54	C[C@H](CO)N1C[C@H](C)[C@H](CN(C)Cc2ccc(C(=O)O)cc2)Oc2c(NC(=O)Nc3ccc(F)cc3)cccc2C1=O	-2.2	-29.0	-13.2	3.9	1.1	-2.3	0.5

Screening data: PubChem BioAssay, Broad Institute

The list is partial. The share of hits here may be higher or lower than overall.
